Source: PubChem BioAssay (Broad Institute)
CASP6 VEID inh: caspase-6 (human) enzyme inhibition; inhibition, % at 12.5 µM; P55212; purified caspase-6, Z-VEID-R110 cleavage fluorescence; hit rate 0.53% among 350,000;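 active = mean inhibition across replicates at least about 35%, with every replicate also reaching that limit, limit read from the data; inconclusive = only one of the two criteria met; inactive = neither criterion met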;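 note: 0% = median of neutral control wells and 100% = no fluorescence left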
Target sequence (P55212 24-179 limits assumed): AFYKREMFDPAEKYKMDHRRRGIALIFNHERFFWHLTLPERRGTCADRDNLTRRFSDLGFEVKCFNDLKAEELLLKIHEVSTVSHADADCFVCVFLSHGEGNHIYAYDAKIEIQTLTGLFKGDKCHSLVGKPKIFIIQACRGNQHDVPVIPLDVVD
Target sequence (P55212 194-293 limits assumed): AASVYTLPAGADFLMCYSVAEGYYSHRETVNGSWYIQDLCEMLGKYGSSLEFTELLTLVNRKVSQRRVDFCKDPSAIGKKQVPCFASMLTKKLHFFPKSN
Cneo AK release: Cryptococcus neoformans lysis via adenylate kinase release; C. neoformans lysis, adenylate kinase release luminescence, 4 h; normalised: neutral wells 0, clomiphene wells 100; hit rate 0.2% among 360,000; lysis activity, % at 15 µM; AID 651654;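 active = mean lysis activity across replicates of at least 80%, whatever share of replicates individually reach that level; inactive = mean lysis activity below 80%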
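Assay system: log-phase C. neoformans yeast / Quantity: yeast cell density of 5 × 10^6 cells/mL / Medium: fresh YPD growth medium / Compound: single dose / Timing: static 4 h at 37 °C with compound, 1 h detection / Measured by: adenylate kinase release luminescence / Read-out: lysis from increased AK signal / Benchmarks: Clomiphene as positive lysis control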
LGR2 inh: inhibitors of bursicon-induced Drosophila LGR2 receptor cAMP signaling. inhibition, % at 9.99 µM. HEK293 LGR2, CRE-luciferase, bursicon-stimulated, 4 h. hit rate 0.35% among 380,000;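 active = drop in luminescence signal, shown as inhibition above about 50% in the replicate tests, limit read from the data, passing the limit was not always enough; inconclusive = probably only some replicates passing the limit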;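 note: agonist challenge used bursicon conditioned medium at about half maximal strength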
EWS-Fli block: EWS/Fli transcriptional activity inhibition. A673 NR0B1-luciferase reporter, viability-normalised. inhibition, % at 12.6 µM. hit rate 0.67% among 350,000. AID 651661;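 active = mean inhibition of at least 50% after viability correction, with every replicate also passing that limit; inconclusive = mean reaches 50% but only one of two replicates passes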;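 note: firefly luciferase signal divided by Alamar Blue viability fluorescence both relative to DMSO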
PAX8 reporter: lowers PAX8-driven luciferase in RMG-I cells | RMG-I TPO-luciferase reporter, SteadyGlo, 24 h | inhibition, % at 12.6 µM | hit rate 1.2% among 360,000;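 active = mean replicate inhibition at least 60% with every replicate also reaching 60%; inconclusive = only one of the two criteria is met; inactive = mean below 60% and not all replicates reaching 60%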;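 note: luciferase light reporting Pax8 driven TPO promoter activity; plate controls were median of neutral control wells for no effect and mitoxantrone controls for full effect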
FN deposition inh: fibronectin deposition inhibition; inhibition, % at 12.6 µM; AID 743247; hit rate 0.086% among 350,000; AH1F fibroblasts, Alexa488-fibronectin deposition fluorescence, overnight;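 active = mean inhibition across replicates of 30% or more, regardless of how many single replicates reach that level; inconclusive = mean under 30% yet at least half of replicates reach 30%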;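 note: positive control wells lacked labelled fibronectin entirely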
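Test system: AH1F fibroblast monolayer depositing Alexa488-labelled fibronectin into matrix. Input: 10000 cells per well. Technique: fluorescence, ex 485 nm, em 525 nm. Buffer or medium: DMEM plus 2% serum, read in PBS. Timing: 1 h cell adhesion before compound, then overnight fibronectin incubation. Compound: single dose, pinned. Read-out basis: inhibition from reduced deposited-fibronectin fluorescence.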
PGC1a acetyl inh: PGC1a acetylation modulation, inhibitor mode; hit rate 0.17% among 350,000; inhibition, % at 15.6 µM; U2OS PGC1a acetylation, AlphaScreen anti-acetyl-lysine; with virally co-expressed GCN5 acetyltransferase;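 active = every replicate shows inhibition of at least 40%; inconclusive = mean inhibition at least 40% but some replicate below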;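 note: 0% = neutral control wells and 100% = positive control wells; some results beyond the cut were filed as inactive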
miR122 inh: blocks miR-122 activity in Huh7 sensor cells. Huh7 miR-122 Renilla luciferase sensor, 48 h; neutral wells = 0, positive control = 100. hit rate 0.3% among 340,000. AID 602342. activation (reporter increase), % at 12.5 µM;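 active = mean replicate activation score at least 90 and every replicate individually at or above 90; inconclusive = only one of the two criteria met; inactive = neither criterion met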;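 note: higher luciferase means less miR-122 activity so hits act as miR-122 inhibitors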
Active calls of the source: *; ? = inconclusive; . = no result given; [ ] = remark or other dose.

SMILES | CASP6 VEID inh | Cneo AK release | LGR2 inh | EWS-Fli block | PAX8 reporter | FN deposition inh | PGC1a acetyl inh | miR122 inh
CCc1ccc(-c2csc(NC(=O)C3CC(=O)N(c4ccc5c(c4)OCCO5)C3)n2)cc1 (centres undefined) | 0 | 1 | . | 8 | 46 | -2 | -2 | -8
CC1(c2ccccc2)NC(=O)N(CC(=O)Nc2nnc(C3CC3)s2)C1=O (centres undefined) | 2 | 1 | -3 | . | 2 | . | -4 | .
Cc1ccc(NC(=O)CSc2nc(-c3ccco3)nc3cc(=O)[nH]n23)c(Cl)c1 | 25 | -5 | -8 | . | -1 | -9 | -11 | -9
CCN(CC)S(=O)(=O)c1cc(NC(=O)COC(=O)C2CCC2)ccc1C | 0 | -1 | -4 | -5 | 4 | 0 | 3 | -7
Cc1ccc(CNC(=O)c2nccnc2C(=O)O)cc1 | 0 | . | 1 | 8 | -1 | 0 | . | .
C/C(=N\Nc1ccc(S(=O)(=O)N2CCCCC2)cn1)c1cccc(Br)c1 | -3 | -2 | . | 0 | -3 | 3 | 0 | -15
COc1ccccc1N1CCN(C(=O)C2CC2)CC1 | -1 | 0 | 0 | 9 | 12 | -2 | 10 | 5
O=c1cc(N2CCc3ccccc3C2)[nH]c(=O)n1-c1ccc(Br)cc1 | -4 | 5 | -2 | -4 | . | . | -14 | -6
O=C(O)c1ccc(NC(=S)NC(=O)c2cccc(COc3ccccc3)c2)cc1 | 13 | . | 0 | -2 | 17 | -1 | . | -4
N#CCCN1CCN(CCC#N)c2ccccc21 | 14 | 4 | -13 | -1 | -1 | 11 | -1 | -5
O=C(CN1CCOCC1)N1CCCCN2[C@@H](CO)[C@@H](c3ccc(C#Cc4ccccc4F)cc3)[C@@H]2C1 | . | 9 | 10 | 0 | -3 | . | -10 | -8[16.7 µM]
O=C1c2ccccc2C(Nc2ccc3c(c2)OCCO3)N1c1ccc(Cl)cn1 (centres undefined) | 1 | -7 | -18 | -25 | -83 | -1 | -11 | 1
CC(=O)c1ccc(CCCCCCCCCC(=O)O)s1 | . | -7 | . | . | . | 1 | 11 | 14
Cc1ccc(C2=NN(CC(=O)NCCN(C)C)C(=O)CC2)cc1 | 1 | -2 | 6 | -7 | -10 | 3 | 0 | -1
CNC(=O)/C(C#N)=C\c1ccc(CNS(=O)(=O)c2ccc(Cl)cc2)o1 | 0 | . | 2 | -4 | -12 | 9 | -2 | .
CN(c1ccc(F)cc1)S(=O)(=O)c1ccc(Cl)c(C(=O)OCC(=O)NCc2ccco2)c1 | -4 | 1 | 15 | 1 | 19 | 0 | . | -2
COC(=O)C1=C(C)N(Cc2ccc(OC)c(OC)c2)C(=O)C1 | . | -1 | 17 | . | . | . | -5 | 2
COc1ccc(OCc2nnc(SCC(=O)N(C)Cc3ccccc3)n2N)cc1 | -2 | . | 18 | 1 | 7 | -1 | . | .
C#Cc1ccc(CN2CCCC(C(=O)Nc3ccccc3Oc3cccnc3)C2)cc1 (centres undefined) | 3 | -2 | 5 | . | 25 | 5 | -1 | 11
Cc1ccc(N(CC(=O)NC2CCCC2)C(=O)c2c(C)noc2C)cc1C | . | 1 | . | . | -16 | 7 | 1 | 5
Cc1ccc(Nc2nc(N)nc(CSC(=S)N3CCN(c4ccccc4)CC3)n2)cc1 | . | 4 | 3 | . | . | -6 | . | 2
CCOc1ccc2[nH]c(SCC(=O)OC)c([N+](=O)[O-])c2c1 | 0 | . | 0 | -3 | -3 | . | -10 | 2
COc1cccc(Nc2cc(C)c3ccccc3n2)c1 | -2 | -1 | -79 | -74 | -99 | 14 | 3 | -4
O=C(Nc1c(Cl)cccc1Cl)c1cc(-c2ccco2)on1 | 4 | -1 | -5 | -15 | 8 | 2 | 3 | -5
C[C@@H]1CCCCO[C@@H](CN(C)Cc2ccc3c(c2)OCO3)[C@@H](C)CN([C@H](C)CO)C(=O)c2cc(NC(=O)C3CCCCC3)ccc2O1 | -3 | 0 | 1 | -3 | -7 | . | . | 5[16.7 µM]
CCOc1ccc(-c2cc(N)n(S(=O)(=O)c3cccc4nsnc34)n2)cc1 | -3 | 0 | -13 | -1 | 14 | -7 | 6 | 47
CC1=NN(c2ccccc2)C(=O)/C1=C\c1c(C)[nH]n(-c2ccccc2)c1=O | . | -1 | . | . | 0 | -11 | 2 | 6
O=C(CN(Cc1ccco1)C(=O)CNS(=O)(=O)c1ccc(Cl)cc1)NCc1ccco1 | 3 | 38 | -5 | 9 | 12 | 1 | -2 | 6
CCCNC(=O)C[C@H]1CC[C@@H]2[C@H](COC[C@@H](O)CN2C(=O)Nc2ccc3c(c2)OCO3)O1 | -1 | -1 | -7 | -66 | -14 | -6 | 4 | -1[16.7 µM]
CSc1nc2nc(C)c(CCC(=O)OCC(=O)Nc3ccc(F)cc3)c(C)n2n1 | -2 | 3 | 3 | -1 | -5 | 3 | 1 | -2
O=C(NCc1ccccc1)c1cccc(COc2cc(Cl)ccc2Cl)c1 | -5 | 0 | -27 | -32 | -157 | -1 | 2 | -4
O=C(NCc1ccc(F)cc1)c1cc(C2CCCCN2S(=O)(=O)c2cccs2)on1 (centres undefined) | -1 | -3 | ? | 4 | 6 | 3 | 8 | -2
COc1ccc(Cl)cc1S(=O)(=O)Nc1ccc(Cl)cn1 | -2 | . | 11 | 10 | 12 | -6 | . | .
CCN(CC)C(=O)[C@H]1C[C@H](CC(=O)NCCCN(C)C)C(=O)N2CCc3c([nH]c4cc(-c5ccco5)ccc34)[C@]12C | -84 | -2 | 14 | 2 | 5 | -9 | . | 6
CN(CC(=O)Nc1ccccc1Br)C(=O)CN1CCN(Cc2cccc(Cl)c2)CC1 | -4 | 0 | 12 | 4 | 7 | 0 | 3 | -8
Cc1ccc(NS(=O)(=O)c2cccc(C(=O)Nc3cccnc3)c2)c(C)c1 | 1 | 0 | 7 | 11 | 19 | -6 | 11 | 21
COC(=O)CCC(=O)N1CCC(Oc2cccc(C(=O)NCc3ccccn3)c2)CC1 | 0 | 0 | 5 | 5 | 12 | 2 | 11 | -4
CC(C)CC(OC(=O)c1ccco1)C(=O)NC1CCCCC1 (centres undefined) | . | 1 | . | . | . | -8 | -37 | 0
CCCCOc1nc2c(c(=O)n(C)c(=O)n2C)n1C | 0 | 2 | 12 | 8 | 14 | -19 | . | .
COc1ccc(N/C=C/C(=O)c2ccc(OC)c(OC)c2)cc1 | 0 | -3 | -32 | -16 | 1 | 7 | . | -4
O=C(c1ccco1)N1N=C2CCCCCC2C1(O)C(F)(F)F (centres undefined) | 0 | . | 5 | 5 | -1 | . | -3 | .
Cc1ccnc(NS(=O)(=O)c2ccc(-n3cccn3)cc2)c1 | 0 | 0 | 2 | -6 | -24 | -20 | -13 | 21
O=C(CN(C(=O)c1cc2c(s1)CCC2)C1CCCC1)NCc1cccs1 | . | 1 | . | . | . | -4 | -3 | -4
O=C(NCCN1CCN(C(=O)c2ccc(Br)cc2)CC1)c1ccc(Br)cc1 | -1 | -2 | -2 | 18 | 10 | . | 0 | -6
CCOc1ccc(N2CC(O)=C(c3nc4ccccc4c(=O)[nH]3)C2=N)cc1 | 1 | . | 25 | -7 | 4 | -12 | 9 | 0
CCOC1=C2CN(S(=O)(=O)c3ccc(Cl)cc3)[C@H](c3ccccc3)C[C@@H]2N(S(=O)(=O)c2ccc(C)cc2)[C@H](c2ccccc2)C1 | 0 | 27 | . | 23 | -5 | 18 | 1 | 12
CC1C(=O)Nc2ccc(S(=O)(=O)N3CCc4ccccc4C3)cc2NC1=O (centres undefined) | 7 | -1 | -9 | 10 | 29 | 1 | 3 | .
O=C(CC1C(=O)NCCN1Cc1cccc(Oc2ccccc2)c1)NCCc1ccccn1 (centres undefined) | -4 | . | -2 | -6 | -9 | -7 | -4 | .
COc1ccccc1CNC(=O)CN1C(=O)NC2(CCCc3ccccc32)C1=O (centres undefined) | -1 | 3 | 7 | 1 | 17 | 13 | 4 | -5
CCc1ccccc1NC(=O)C1=CN2CCS(=O)(=O)N=C2C=C1 | 0 | 0 | 10 | -2 | -5 | -9 | . | .
Nc1ncnc2c1ncn2[C@@H]1O[C@H](C(=O)NCC2CCN(Cc3ccccc3)CC2)[C@@H](O)[C@H]1O | 1 | -1 | 16 | 8 | -3 | -7 | -10 | -4

As a short view, 13 of the compounds above.
SMILES | CASP6 VEID inh | Cneo AK release | LGR2 inh | EWS-Fli block | PAX8 reporter | FN deposition inh | PGC1a acetyl inh | miR122 inh
Cc1ccc(NS(=O)(=O)c2cccc(C(=O)Nc3cccnc3)c2)c(C)c1 | 1 | 0 | 7 | 11 | 19 | -6 | 11 | 21
COC(=O)CCC(=O)N1CCC(Oc2cccc(C(=O)NCc3ccccn3)c2)CC1 | 0 | 0 | 5 | 5 | 12 | 2 | 11 | -4
CC(C)CC(OC(=O)c1ccco1)C(=O)NC1CCCCC1 (centres undefined) | . | 1 | . | . | . | -8 | -37 | 0
CCCCOc1nc2c(c(=O)n(C)c(=O)n2C)n1C | 0 | 2 | 12 | 8 | 14 | -19 | . | .
COc1ccc(N/C=C/C(=O)c2ccc(OC)c(OC)c2)cc1 | 0 | -3 | -32 | -16 | 1 | 7 | . | -4
O=C(c1ccco1)N1N=C2CCCCCC2C1(O)C(F)(F)F (centres undefined) | 0 | . | 5 | 5 | -1 | . | -3 | .
Cc1ccnc(NS(=O)(=O)c2ccc(-n3cccn3)cc2)c1 | 0 | 0 | 2 | -6 | -24 | -20 | -13 | 21
O=C(CN(C(=O)c1cc2c(s1)CCC2)C1CCCC1)NCc1cccs1 | . | 1 | . | . | . | -4 | -3 | -4
O=C(NCCN1CCN(C(=O)c2ccc(Br)cc2)CC1)c1ccc(Br)cc1 | -1 | -2 | -2 | 18 | 10 | . | 0 | -6
CCOc1ccc(N2CC(O)=C(c3nc4ccccc4c(=O)[nH]3)C2=N)cc1 | 1 | . | 25 | -7 | 4 | -12 | 9 | 0
CCOC1=C2CN(S(=O)(=O)c3ccc(Cl)cc3)[C@H](c3ccccc3)C[C@@H]2N(S(=O)(=O)c2ccc(C)cc2)[C@H](c2ccccc2)C1 | 0 | 27 | . | 23 | -5 | 18 | 1 | 12
CC1C(=O)Nc2ccc(S(=O)(=O)N3CCc4ccccc4C3)cc2NC1=O (centres undefined) | 7 | -1 | -9 | 10 | 29 | 1 | 3 | .
O=C(CC1C(=O)NCCN1Cc1cccc(Oc2ccccc2)c1)NCCc1ccccn1 (centres undefined) | -4 | . | -2 | -6 | -9 | -7 | -4 | .
